SARS 3CLpro inh = SARS-CoV 3CLpro protease inhibition; P0C6X7; recombinant SARS-CoV 3CLpro, quenched FRET peptide cleavage; inhibition, % at 6 µM; 0.14% of 290,000 active; in the data active = inhibition above about 12%
PrPC surface inh = reduces human prion protein on the cell surface; 0.43% of 370,000 active; inhibition, % at 13.8 µM; cell surface PrPC, TR-FRET read-out; AID 720596; in the data active = inhibition above about 24%; also: 0% = median of the test wells and 100% = reference compound wells
Anthrax LF prot = anthrax lethal factor protease inhibition. AID 588501. 0.12% of 360,000 active. multiplex microsphere protease cleavage assay, LF. P15917. inhibition, % at 10 µM; also: plate controls were buffer without enzyme for full effect and enzyme alone for no effect
Rv3671c inh = inhibitors of M. tuberculosis serine protease Rv3671c | P9WHR9 | inhibition, % at 5.96 µM | 0.048% of 320,000 active | AID 2606; in the data active = inhibition above about 38%;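 also: extracellular domain of Rv3671c used as enzyme; 0% = enzyme with DMSO and 100% = no enzyme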
Target sequence (P9WHR9 whole entry, looked up, the tested form may be a part): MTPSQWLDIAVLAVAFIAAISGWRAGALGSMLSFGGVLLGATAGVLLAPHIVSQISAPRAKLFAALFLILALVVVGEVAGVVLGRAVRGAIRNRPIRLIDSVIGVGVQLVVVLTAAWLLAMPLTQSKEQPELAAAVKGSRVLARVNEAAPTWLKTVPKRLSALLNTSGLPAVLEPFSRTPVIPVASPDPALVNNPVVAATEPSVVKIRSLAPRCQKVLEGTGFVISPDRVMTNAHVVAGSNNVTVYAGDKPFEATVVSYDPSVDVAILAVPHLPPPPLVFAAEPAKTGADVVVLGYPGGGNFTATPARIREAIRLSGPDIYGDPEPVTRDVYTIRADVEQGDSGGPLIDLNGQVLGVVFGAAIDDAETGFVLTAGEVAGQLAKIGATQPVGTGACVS
MazF activator = MazEF (E. coli) toxin RNase activation | P0AE70 | FAM/BHQ RNA-DNA oligo cleavage fluorescence, 5 h | activation, % at 20 µM | 0.32% of 350,000 active | AID 504720; in the data active = activation above about 50%
Target sequence (P0AE70 whole entry, looked up): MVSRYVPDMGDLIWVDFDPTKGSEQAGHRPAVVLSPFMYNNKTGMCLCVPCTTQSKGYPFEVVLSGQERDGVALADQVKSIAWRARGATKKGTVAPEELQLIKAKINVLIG
VHR inh abs = blocks human VHR1 dual specificity phosphatase; recombinant VHR phosphatase, pNPP absorbance; 0.52% of 290,000 active; inhibition, % at 13.3 µM; in the data active = inhibition above about 50%; also: some compounds called inactive have numbers as strong as hits
Target sequence (P51452 whole entry, looked up): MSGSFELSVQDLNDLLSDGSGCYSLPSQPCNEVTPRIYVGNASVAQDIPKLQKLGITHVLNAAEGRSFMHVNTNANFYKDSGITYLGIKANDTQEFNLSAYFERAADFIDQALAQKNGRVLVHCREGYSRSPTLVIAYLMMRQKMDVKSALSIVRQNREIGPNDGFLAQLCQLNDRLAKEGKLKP
BoNT A protease = BoNT A light chain protease inhibition; inhibition, % at 10 µM; multiplex microsphere protease substrate cleavage, flow cytometry; 0.17% of 360,000 active; also: plate controls were buffer without enzyme for full effect and enzyme alone for no effect
CCHFV vOTU inh = blocks the CCHF virus ovarian tumor domain protease; CCHFV vOTU protease, Pep-AMC fluorescence; inhibition, % at 11.5 µM; 0.55% of 370,000 active; AID 651958; in the data active = inhibition above about 30%; also: 0% = vehicle wells with enzyme and 100% = no enzyme wells
BoNT F protease = inhibitors of Botulinum neurotoxin F light chain protease | AID 588497 | 0.22% of 360,000 active | inhibition, % at 10 µM | Multiplex microsphere protease cleavage assay, flow cytometry; in the data active = inhibition above about 35%, passing the limit was not always enough; inconclusive = no clear call, values can overlap the other calls; also: plate controls were buffer without enzyme for full effect and enzyme alone for no effect
PriA SSB inh = inhibitors of Klebsiella pneumoniae PriA binding to SSB C-terminal tail | AlphaScreen SSBct-PriA binding, biotinylated peptide | 0.6% of 430,000 active | inhibition, % at 33 µM | AID 1272365; in the data active = inhibition mostly above about 37%, no sharp cut-off; inactive = mostly below about 20%;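 also: plate controls were negative control peptide for no effect and reference peptide for full effect; strong numbers were not always called active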
An asterisk follows results filed as active; ? = inconclusive; / = not tested or not shown. Rule as the data show it, unless noted: active = inhibition above about 30%; inconclusive = no clear call, values can overlap the other calls; inactive = below that. This is a subset, so the mix of outcomes need not match the whole.

SMILES	SARS 3CLpro inh	PrPC surface inh	Anthrax LF prot	Rv3671c inh	MazF activator	VHR inh abs	BoNT A protease	CCHFV vOTU inh	BoNT F protease	PriA SSB inh
N#CCCN(C(=O)COC(=O)C1=COCCO1)c1ccc(F)cc1	/	4	0	-1	6	/	-0.5	4	-10	-12
COc1cc(/C=N/n2nnnc2N)ccc1OCC#N	1	-8	9	4	5	24	0.0	1	?	/
Cc1nc2ccccc2nc(C)c1=NOCc1ccc(C#N)cc1	2	-1	0	-3	-1	-10	0.9	0	-6	-20
CNC(=O)c1cccnc1Nc1cccc(C(F)(F)F)c1	5	-2	-1	-7	0	2	0.3	-5	3	-6
O=C(Cc1cccs1)Nc1nc2c(s1)CCCC2	-3	6	-2	6	-3	6	-2.7	-1	-6	8
CC(O)[C@H](NC(=O)C1(c2ccccc2)CCN(C(=O)OC(C)(C)C)CC1)C(=O)O (some centres undefined)	5	-4	-3	-6	7	26	0.8	-15	-10	-3
COc1ccccc1/C=N/NC(=O)c1[nH]c(C)c(C(=O)N/N=C/c2ccccc2OC)c1C	-1	6	-2	0	2	1	-1.0	16	-19	/
CC(C)N1C(=S)SC(C)(C)C1n1oc(=O)n(-c2ccc(Cl)c(Cl)c2)c1=O (centres undefined)	-1	-4	-1	0	6	8	-1.0	-11	14	-3
COc1ccccc1CNS(=O)(=O)c1ccc2[nH]cc(C(=O)O)c(=O)c2c1	-5	/	0	-2	1	11	-0.4	/	-8	5
CCO[C@H]1c2c(ccc3ccc(=O)oc23)OC(C)(C)[C@@H]1O	/	-4	2	4	0	/	-0.2	-25	-12	-6
COC(=O)C(NC(=O)Nc1ccccc1OC)C(C)C (centres undefined)	-3	2	0	-11	5	-9	1.0	5	12	-7
Oc1c(C=Nc2cccnc2)sc2ccccc12	-7	6	0	-30	-5	16	0.4	4	-8	-15
CCCc1ccc(-c2ccc(F)c(N)c2)nc1	1	-3	-1	4	2	38	0.4	-12	-2	-14
CC(C)(C)OC(=O)N1CCC(C(=O)N[C@H](Cc2ccccc2)C(=O)O)CC1	5	-7	-6	8	9	9	-0.2	-7	1	-23
CCN1CCc2c(C#N)c(NCc3ccccc3)nc(N(CC)CC)c2C1	-3	-9	-2	3	0	56*	-1.4	13	-14	0
CCOc1ccc2nc(SCC(=O)N3CCCc4ccccc43)sc2c1	-2	1	-6	-3	2	6	?	4	2	-7
Cc1cc(NCCc2ccc(Cl)cc2)n2ncnc2n1	5	2	-3	6	-2	18	-0.1	-6	-1	-1
CC1CCC(C(=O)NC(C(=O)N2CCC(N3CCCCC3)CC2)C(C)C)CC1 (centres undefined)	0	-2	3	8	-5	38	0.8	-3	-11	2
CC1CCCCN1CCNc1nc(=S)[nH]c2ccccc12 (centres undefined)	3	-4	3	1	-2	22	2.1	-2	4	-6
O=C(c1cccc2c1-c1ccccc1/C2=N/O)N1CCCCC1	2	7	3	-4	2	19	?	2	-3	/
Brc1ccc2nc(-c3ccncc3)c(NC3CCCC3)n2c1	2	-1	2	5	2	-10	0.2	-9	-2	0
Cc1cc(C)nc(N2CCCC(C(=O)Nc3nc4ccc(S(C)(=O)=O)cc4s3)C2)n1 (centres undefined)	-4	1	1	-4	-1	8	2.5	-9	1	-9
Cc1ccc(-c2nc(-c3cccnc3)sc2CC(=O)O)cc1	0	3	-3	-6	12	-2	-0.7	-2	-3	-2
CC(CNC(=O)CCS(=O)(=O)c1ccc2c(c1)oc(=O)n2C)c1ccccc1 (centres undefined)	3	-4	1	-7	11	-1	-1.3	-4	2	-2
COC(=O)c1sc2nc(SCc3cccc(F)c3)n(N)c(=O)c2c1C	-3	-4	0	7	133*	-8	-1.0	6	-2	-25
O=C1OC[C@H](Cc2ccc3c(c2)OCO3)/C1=C\c1ccc2c(c1)OCO2	/	/	-3	-2	-1	/	0.3	/	-8	-9
CC(=O)Nc1ccc(S(=O)(=O)Nc2nc3ccc(C)cc3s2)cc1	0	2	5	6	0	30	-0.4	13	3	-8
N#CC(C#N)=NNc1ccc(S(=O)(=O)N2CCCCC2)cc1	-1	0	-1	-10	0	8	-0.9	9	-6	38
COCc1[nH]nc2c1C(c1ccccc1OC)C(C#N)=C(N)O2 (centres undefined)	/	-4	0	-1	8	22	0.0	-2	14	7
Fc1ccc(NC(=S)Nc2cccc(Cl)c2)cc1	-5	6	0	-3	0	26	-0.4	-13	1	-10
Cc1c(-c2ccccc2)[n+](=O)c2c(n1[O-])CCCC2	2	1	11	-1	3	-6	-2.5	-3	?	-1
CCCC(=O)Nc1ccc2c(c1)nc(CCNC(=O)c1ccco1)n2C	-1	-4	1	-8	8	-3	-0.9	5	-14	-11
O=C1c2cccnc2C(=O)N1Cc1ccc(S(=O)(=O)N2CCOc3ccc(Cl)cc32)cc1	7	/	-2	-2	-1	-3	0.5	/	3	0
CCOC(=O)c1c(CN(C)C)n(-c2ccc(C)cc2)c2cc(Br)c(O)cc12	6	-6	-1	1	14	-3	-0.5	6	-5	22
CCCS(=O)(=O)NC(=O)C1(C)CCCN(C(=O)CCc2cccs2)C1 (centres undefined)	/	2	0	/	/	/	0.0	6	-2	/
CCC(C)(C)NC(=O)C1CC(=O)N(CCc2ccc(F)cc2)C1 (centres undefined)	5	1	/	-9	1	-7	/	-11	/	4
Cc1ccc(C)c(N(C(=O)CNC(=O)c2ccco2)C(C(=O)NC2CCCCC2)c2ccncc2)c1 (centres undefined)	4	-1	2	7	6	2	-2.0	20	-28	-6
O=C(Nc1ccccc1N1CCOCC1)c1ccc(S(=O)(=O)NCc2ccco2)cc1	2	-3	-2	-1	-5	2	-0.4	13	-1	-1
Cc1nc2nc[nH]n2c(=O)c1NS(=O)(=O)c1ccc([N+](=O)[O-])cc1	6	-28	-8	-7	8	0	-1.5	7	-10	2
CC1CN(C(=O)COC(=O)c2ccc(N(C)C)cc2)CC(C)O1 (centres undefined)	1	0	-4	1	5	18	0.5	5	-3	-3
CCC(C)c1ccc(S(=O)(=O)N2CCN(C(C)CC(=O)O)CC2)cc1 (centres undefined)	-6	-1	0	3	5	15	-0.2	-2	-3	2
CCCn1c(C(C)Nc2nc(-c3ccc(C)cc3)cs2)nc2cc(Cl)c(N3CCCCC3)cc21 (centres undefined)	2	0	2	2	-11	-22	2.8	15	6	-1
C=CCN(CC=C)C(=S)NC(=O)c1ccc(-c2ccccc2)cc1	0	6	2	-8	6	31	-0.9	20	-4	-5
O=S(=O)(NC1CCCCC1)c1ccc(Br)cc1	4	-1	-2	4	-1	7	0.0	8	-8	-20
C/C(CC(=O)Nc1cc(C)ccn1)=N\NC(=O)c1ccccc1C	3	-5	8	-8	-15	-10	0.8	-11	5	/
Cc1ccc(CC(=O)Nc2ncc([N+](=O)[O-])s2)cc1	4	-13	-4	-5	3	9	-0.1	0	-5	-5
Cc1ccc(NC2CCCN(C(=O)c3ccoc3C)C2)cc1C (centres undefined)	-3	-2	-3	/	-2	16	-7.7	5	1	-2
O=C(C1CCN(S(=O)(=O)c2ccccc2F)CC1)N1CCc2ccccc21	/	-5	6	-1	-6	/	-2.3	11	-1	-10
C[C@H](CO)N1C[C@H](C)[C@@H](CN(C)S(=O)(=O)c2cccs2)Oc2ccc(NC(=O)Cn3cnnn3)cc2C1=O	/	-9	-5	1	0	/	-0.6	-6	4	15
O=c1[nH]c2ccccc2cc1-c1nnn(-c2ccc(F)cc2)n1	2	1	4	-5	-23	3	-0.5	3	5	-1
Cc1cccn2c(=O)c(/C=C(\C#N)C(=O)NC3CCS(=O)(=O)C3)c(N3CC(C)OC(C)C3)nc12 (centres undefined)	10	-13	8	-10	3	3	0.3	-53	-3	-6
O=[n+]1c2c(n([O-])c3cc(F)c(N4CCCC4)cc31)CCC2	-1	-38	-12	-7	-376	/	4.7	7	12	1
CC(C)(C)C(=O)Nc1cc(NC(=O)C(C)(C)C)cc(C(=O)Nc2cc(C(=O)O)cc(C(=O)O)c2)c1	3	7	2	-5	2	-1	0.7	-3	-5	1
CCOC(=O)c1ccc(NC(=S)N(CCN2CCCCCC2)Cc2ccco2)cc1	-2	1	-4	4	-10	-2	-0.2	14	-1	-6
CC(=O)Nc1cccc(NC(=O)Nc2ccc(C(C)=O)cc2)c1	-5	-7	0	0	-4	-6	-1.0	11	25	-22
COc1cc(/C=N/NC(=O)c2cc[n+]([O-])cc2)ccc1O	2	-2	15	5	-5	39	3.4	30*	12	/
c1ccc(Cn2ccnc2-c2ccco2)cc1	-4	5	7	1	-5	21	0.7	11	3	12
CC(C)C(=O)NC(C)C(c1cccs1)N1CCN(c2ccccc2)CC1 (centres undefined)	1	-3	0	-6	4	22	-0.3	11	-5	-3
Nc1nc(-c2cccc(F)c2)cs1	0	-1	-4	-1	14	8	0.0	-1	3	5
CCOC(=O)c1c(NC(=O)Cn2cc([N+](=O)[O-])cn2)sc2c1CCC2	-1	-1	0	-7	15	25	-1.3	2	-6	1
COC(=O)C1=C(N)Oc2cc(C)n(CC3CCCO3)c(=O)c2C1c1ccccc1OC (centres undefined)	-2	2	-4	-7	1	19	0.0	0	-9	-5

Reformatted as labelled records: three of the compounds above.
CCC(C)(C)NC(=O)C1CC(=O)N(CCc2ccc(F)cc2)C1 (centres undefined)
- SARS 3CLpro inh: 5
- PrPC surface inh: 1
- Anthrax LF prot: /
- Rv3671c inh: -9
- MazF activator: 1
- VHR inh abs: -7
- BoNT A protease: /
- CCHFV vOTU inh: -11
- BoNT F protease: /
- PriA SSB inh: 4

Cc1ccc(C)c(N(C(=O)CNC(=O)c2ccco2)C(C(=O)NC2CCCCC2)c2ccncc2)c1 (centres undefined)
- SARS 3CLpro inh: 4
- PrPC surface inh: -1
- Anthrax LF prot: 2
- Rv3671c inh: 7
- MazF activator: 6
- VHR inh abs: 2
- BoNT A protease: -2.0
- CCHFV vOTU inh: 20
- BoNT F protease: -28
- PriA SSB inh: -6

O=C(Nc1ccccc1N1CCOCC1)c1ccc(S(=O)(=O)NCc2ccco2)cc1
- SARS 3CLpro inh: 2
- PrPC surface inh: -3
- Anthrax LF prot: -2
- Rv3671c inh: -1
- MazF activator: -5
- VHR inh abs: 2
- BoNT A protease: -0.4
- CCHFV vOTU inh: 13
- BoNT F protease: -1
- PriA SSB inh: -1

Bioassay records from PubChem BioAssay.
